# KLK5 inh: human KLK5 protease inhibitors, primary screen, biochemical, 1536-well | Kallikrein-5 (Homo sapiens), Q9Y337 | recombinant hK5, fluorogenic AMC substrate cleavage | actives 0.59% (n = 210,000) | inhibition, % at 5 µM;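 active = inhibition of 40% or more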;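 note: 0% = enzyme controls without compound and 100% = no-enzyme blanks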
# Target sequence (Q9Y337 67-293 limits assumed): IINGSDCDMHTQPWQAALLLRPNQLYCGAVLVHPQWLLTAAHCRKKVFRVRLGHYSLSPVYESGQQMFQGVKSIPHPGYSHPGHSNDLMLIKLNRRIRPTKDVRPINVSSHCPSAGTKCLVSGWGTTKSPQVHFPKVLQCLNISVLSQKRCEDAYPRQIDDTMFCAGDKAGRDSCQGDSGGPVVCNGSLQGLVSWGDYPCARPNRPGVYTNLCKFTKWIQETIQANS
# Furin inhibitor: human furin inhibitors, primary screen, biochemical, fluorescence intensity; P09958; purified furin, fluorogenic substrate cleavage; inhibition, % at 30 µM; actives 0.061% (n = 220,000); AID 463115, 2010; in the data active = inhibition above about 25%; note: inactives centre near -15
# PERK inhibitor: block of dimerizer-induced PERK translation repression, primary screen, PERK inhibitor project, CHO PERK-DD cells, SEAP luminescence, HTS; CHO PERK-DD fusion, SEAP luminescence translation reporter; inhibition, % at 5.6 µM; actives 0.17% (n = 220,000); AID 1416, 2008;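 active = inhibition above the mean inhibition of all tested compounds plus 3 SD, set separately per screening campaign, cut at about 2.9% in these data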;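 note: PERK kinase domain activated by AP20187 dimerizer at 100 nM; 0% = DMSO with dimerizer and 100% = rapamycin at 8.4 µM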
# thrombin 1536: human alpha-thrombin inhibitors, primary screen, counter-screen for coagulation protease inhibitor project, biochemical, 1536-well, fluorogenic AMC substrate | Prothrombin (Homo sapiens), P00734 | Boc-VPR-AMC fluorogenic substrate cleavage | inhibition, % at 5 µM | actives 0.26% (n = 220,000);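 active = inhibition at or above 40%; inactive = inhibition below 40%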;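 note: 0% = enzyme with no compound and 100% = wells without enzyme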
#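 Material: human alpha-thrombin protein; Also added: Boc-VPR-AMC substrate, 15 µM final; Timing: enzyme reaction carried out at room temperature; Signal: fluorescence, ex 355 nm, em 460 nm; Measure: % inhibition of thrombin; Controls: enzyme without compound as high, wells lacking enzyme as low.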
# KCC2 mod: KCC2 cotransporter modulators, thallium flux, primary screen, cell-based, HEK293 KCC2, FluoZin-2 fluorescence, MLSMR; actives 2.2% (n = 190,000); KCC2 cells, thallium flux FluoZin-2 fluorescence; AID 1456, 2008; B-score of Tl+ flux slope (higher = more flux/activation; lower = inhibition) at 10 µM; Solute carrier family 12 member 5 (Homo sapiens), Q9H2X9;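 active = thallium flux slope and its plate-corrected score both differing from the plate sample mean at a set confidence after two filtering rounds, in either direction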;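 note: slope of fluorescence scaled to starting intensity during 10 to 20 s after thallium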
# FXIa inh: human FXIa protease inhibitors, primary screen, biochemical, 1536-well | purified FXIa, Boc-Glu-Ala-Arg-AMC fluorogenic substrate | Coagulation factor XI (Homo sapiens), P03951 | inhibition, % at 5 µM | actives 0.14% (n = 220,000);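 active = inhibition of at least 40%; inactive = inhibition below 40%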;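 note: fluorescence of freed AMC excited at 355 nm; 0% = enzyme without compound and 100% = no enzyme blank; many of its hits are not listed in these tables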
# FXIIa inh: human FXIIa protease inhibitors, primary screen, biochemical, 1536-well; actives 0.3% (n = 220,000); Coagulation factor XII (Homo sapiens), P00748; inhibition, % at 5 µM; purified FXIIa, Boc-QGR-AMC fluorogenic substrate, 2 h; in the data active = inhibition above about 40%;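 note: 0% = enzyme with no compound and 100% = blank without enzyme; many of its hits are not listed in these tables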
# Wee1 degr inh: Wee1 degradation inhibitors, primary screen, cell-based, HeLa, Wee1K328M-luciferase, luminescence; Wee1-like protein kinase (Homo sapiens), P30291; HeLa Luc-Wee1K328M stability; 100% = proteasome inhibitor MG132 effect; reporter increase, % at 5 µM; actives 1.2% (n = 220,000);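 active = activation above the mean of all tested compounds plus 3 SD, set per screening run, cut at about 8.8% in these data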;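 note: cells exposed to compound for 20 h before luminescence read; 0% = DMSO alone and 100% = MG132 at 30 µM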
# p97 inhibitor: inhibitors of human p97 ATPase, primary screen, biochemical; recombinant p97 ATPase, Kinase-Glo ATP luminescence, 3 h; Transitional endoplasmic reticulum ATPase (Homo sapiens), P55072; inhibition, % at 8 µM; actives 0.42% (n = 220,000); in the data active = inhibition above about 15%;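 note: 0% = DMSO vehicle and 100% = wells lacking enzyme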
# Target sequence (P55072 whole entry, looked up): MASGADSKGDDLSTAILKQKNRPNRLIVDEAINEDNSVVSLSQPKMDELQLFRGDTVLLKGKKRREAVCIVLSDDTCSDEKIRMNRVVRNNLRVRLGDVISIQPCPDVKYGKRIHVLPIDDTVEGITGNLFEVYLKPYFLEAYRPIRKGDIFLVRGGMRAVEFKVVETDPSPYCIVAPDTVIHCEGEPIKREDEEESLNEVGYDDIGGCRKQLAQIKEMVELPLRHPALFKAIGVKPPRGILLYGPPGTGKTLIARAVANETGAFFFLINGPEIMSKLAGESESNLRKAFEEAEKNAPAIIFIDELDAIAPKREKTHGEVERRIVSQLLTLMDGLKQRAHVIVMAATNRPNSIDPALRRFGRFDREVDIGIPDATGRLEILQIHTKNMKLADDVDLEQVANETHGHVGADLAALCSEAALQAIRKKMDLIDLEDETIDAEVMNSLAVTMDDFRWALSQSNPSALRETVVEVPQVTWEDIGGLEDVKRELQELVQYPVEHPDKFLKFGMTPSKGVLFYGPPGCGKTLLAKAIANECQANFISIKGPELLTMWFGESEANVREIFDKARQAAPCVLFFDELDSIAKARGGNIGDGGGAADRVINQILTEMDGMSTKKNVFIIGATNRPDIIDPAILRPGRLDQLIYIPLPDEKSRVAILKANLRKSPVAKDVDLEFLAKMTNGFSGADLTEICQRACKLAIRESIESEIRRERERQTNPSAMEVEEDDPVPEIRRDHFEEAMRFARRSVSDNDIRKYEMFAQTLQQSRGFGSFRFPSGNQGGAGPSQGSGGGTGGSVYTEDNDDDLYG
# * = called active by the depositor; / = no result given; [ ] = another dose, or the depositor's remark.
SMILES,KLK5 inh,Furin inhibitor,PERK inhibitor,thrombin 1536,KCC2 mod,FXIa inh,FXIIa inh,Wee1 degr inh,p97 inhibitor
O=Cc1ccc(Sc2ncccn2)o1,-1,-23,0.7,6,0.91,1,9,3,4
CCC(CC)COC(=O)C(C#N)c1nc2ccccc2nc1N1CCOCC1 (centres undefined),6,-5,-0.5,1,-0.039,2,-4,2,0
CC(C)CCn1c(CN2CCN(c3cccc(Cl)c3)CC2)nc2c1c(=O)n(C)c(=O)n2C,5,-34,/,-1,-0.063,4,10,/,/
Cc1ccc(/C=C/C(=O)Nc2cccc(S(=O)(=O)N3CCOCC3)c2)o1,72*,4,0.1,40,-0.085,-5,7,1,-3
O=C(NCc1cccnc1)c1noc2c1CCCC2,-11,-7,-0.1,1,-0.23,19,24,-2,5
CC12CCC(C(=O)NCCc3ccccc3)(OC1=O)C2(C)C (centres undefined),-13,-5,0.9,-6,-1.4,-7,-4,-4,3
O=[N+]([O-])c1cccc(-n2nnnc2CN2CCCC2)c1,-9,-20,0.2,-14,-0.08,-2,-11,1,6
CCOc1ccc(S(=O)(=O)N2CCCCC2)c(C)c1C,-2,-26,0.3,-3,-1.5,-3,6,-1,-7
COCCNC(=O)Cn1cc(C(=S)N2CCOCC2)c2ccccc21,2,-29,1.3,6,0.0067,1,14,9.8*,8
Cc1cn2c(nc1=O)OC1C(O)C(COC(=O)c3ccccc3)OC12 (centres undefined),4,-8,-0.9,0,/,4,12,1,5
CCN(CC)S(=O)(=O)c1ccc(C(=O)NCC(c2ccc(OC)cc2)N2CCOCC2)cc1 (centres undefined),-3,-35,0.2,6,1.1,-4,2,5,4
CCOc1ccc(N2C(=O)CCC2=O)cc1,-13,-20[20 µM],0.8,3,0.03,-1,14,2,4
C=CCC1c2cccc(C(=O)OC)c2C(=O)N1c1ccccc1 (centres undefined),5,5[20 µM],-0.1,2,-0.73,14,20,-4,3
COc1ccc(N2CCN(C(=O)CSc3nnc4c(C)cc5ccccc5n34)CC2)cc1,12,-9,-0.6,-7,0.12,-8,2,-4,-1
COc1ccc(OC)c(-c2csc(N(CC3CCCO3)C(=O)C3CCCCC3)n2)c1 (centres undefined),-8,4,-1.4,8,-0.18,-5,4,-2,-9
Cc1ccc(OCC(=O)N/N=C\c2ccc(C)o2)c(C)c1,/,-21,1.9,4,1.1,-1,4,3,1
CCN(CC)S(=O)(=O)c1cc(C(=O)OCC(=O)c2ccc3c(c2)NC(=O)CO3)ccc1F,-20,-12,0.5,1,-0.98,-1,17,2,-2
Cc1ccc(Cl)cc1NC(=O)COC(=O)c1ccc(COc2ccc3c(C)cc(=O)oc3c2)cc1,9,1,-0.4,-2,0.021,-12,-6,-1,-7
O=C(c1cc(-c2cccs2)nc2ccccc12)N1CCN(c2ccccc2)CC1,6,-2,-0.6,-1,-0.22,12,14,-3,-4
CCOc1ccc2[nH]cc(S(=O)(=O)c3ccc(C)cc3)c(=O)c2c1,3,-12,0.0,2,-0.0088,0,9,0,-4
COc1ccccc1C(=O)O/N=C(\N)c1ccccc1Cl,-18,-12,0.2,-13,-0.027,2,2,6,3
O=C(COc1ccc2ccccc2c1CN1CCOCC1)N1CCc2ccccc21,6,-28,-0.6,6,-7.9*,2,17,-5,6
CCCOc1ccc(-c2nnn(CC(=O)N3CCCC(C)C3)n2)cc1 (centres undefined),2,-20,0.4,3,-0.011,3,11,5,-3
O=C(CCCC(=O)N(CC(=O)NC1CCCCC1)Cc1ccccc1)Nc1ccccn1,-12,-15[20 µM],-0.4,-3,/,3,0,-2,0
CN(c1cnn(-c2ccccc2)c(=O)c1Cl)n1cccc1,26,-9,-0.7,-4,-0.51,-5,2,0,-8
Cc1cccc(Oc2ncnc3onc(C)c23)c1,-13,-29[20 µM],0.7,-2,-0.0057,3,12,-3,5
O=C(CC1S/C(=N/N=C/c2cccs2)NC1=O)Nc1ccc(Cl)c(Cl)c1 (centres undefined),-1,-19,0.9,-13,-0.039,-1,9,-1,5
CCOC(=O)N1CCN(C(=O)c2ccccc2NC(=O)COc2ccccc2C)CC1,-6,-32,-0.9,3,-3.3*,22,24,-1,1
CCOC(=O)c1sc(N2N=C(C)C(N=Nc3cccc(C)c3)C2=O)nc1C (centres undefined),0,-10,0.9,1,22*,2,5,-1,-6
O=c1cc(N=Nc2ccc(Cl)cc2)[nH]c(=O)[nH]1,-11,-19,1.3,-1,-1.2,-6,7,4,28*
COc1ccc2nc(Nc3nc(-c4cc5ccccc5oc4=O)cs3)sc2c1,-15,6,0.8,-7,-0.061,5,4,0,2
CC1CC(C)CN(C(=O)C2CCC(CNc3c(N4CCCCC4)c(=O)c3=O)CC2)C1 (centres undefined),0,-12,1.0,-6,0.43,-2,2,-2,1
Cc1cccc(C)c1C(OCCN(C)C)C1CCCCC1 (centres undefined),-24,-21,-0.4,-13,-0.4,-4,1,0,-1
Cc1ccc(-c2nnc(CSc3nncn3N)o2)cc1,-13,-2[20 µM],0.5,0,0.28,4,5,0,7
O=S(=O)(c1ccc(Cl)s1)N1CCN(C/C=C/c2ccccc2)CC1,-5,-25,0.4,-3,/,3,10,0,-3
O=C(NCCN1CCOCC1)C1CCN(Cc2ccccc2O)CC1,-8,-20[20 µM],2.0,-4,/,-7,5,0,5
Cc1c(C)[n+](=O)c2c(n1[O-])C(Br)CCC2Br (centres undefined),-4,-7,0.0,-14,0.71,-6,-1,-2,-4
O=C(c1cccc(S(=O)(=O)N2CCOCC2)c1)N1CCCCCC1,10,-15[20 µM],-0.9,0,/,9,12,0,-3
O=C(Cc1cccs1)Nc1cccc(-c2nc3ccccc3o2)c1,2,-3,0.5,-6,/,3,-6,1,2
CC(OC(=O)c1c2c(nc3ccccc13)/C(=C\c1ccc3c(c1)OCO3)CCC2)C(=O)Nc1ccc(S(N)(=O)=O)cc1 (centres undefined),-10,-4,0.8,-10,0.32,0,0,-4,8
O=C(NNC(=O)C1CCCCC1)C(=O)NC1CCCCC1,2,-19[20 µM],2.5,-3,/,1,17,-3,7
COC(=O)Cc1c(O)ccn(CCc2c[nH]c3ccc(OC)cc23)c1=O,/,-21,0.3,-3,-0.28,-2,7,0,1
COc1ccc(OC)c(NC(=O)c2ccccc2NS(=O)(=O)c2cccc3cccnc23)c1,-126,-7[20 µM],0.1,4,0.38,-10,-10,1,0
CCN1C(=O)C(CC(=O)Nc2ccc(OC)cc2)N(CCc2ccccc2)C1=S (centres undefined),1,-10,0.2,0,-0.81,4,2,-1,2
CCOc1cc(/C=C(\CC(=O)O)c2nc3ccccc3s2)ccc1OC,14,4,-0.8,9,1.4,6,12,-3,-9
Cc1cccc(NC(=O)C(=O)NCc2ccccn2)c1,-1,-5[20 µM],0.7,-3,-0.022,-1,9,2,1
CC(/C=C/c1ccccc1)=N/NC(=O)c1cccc(Br)c1,-14,-15,0.7,4,11*,-1,4,3,2
CCOC(=O)c1cccc(NC(=O)Nc2cc(OC)ccc2OC)c1,-15,-4[20 µM],-1.8,5,-1.9,7,6,0,-8
COC(=O)CSc1nc(C)cc(C)c1C#N,-1,-29,1.3,-6,0.47,-1,5,3,8
CN1CCN(c2ccccc2NC(=O)COc2ccc(Br)cc2)CC1,1,-3[20 µM],-2.6,2,/,-2,5,-2,-3
FC(F)Sc1nnc(-c2cccs2)n1-c1ccccc1,-11,-18[20 µM],1.3,3,/,4,12,1,6
Cc1ccc(S(=O)(=O)Cc2ccc(C(=O)N3CCCCCC3)o2)cc1,-19,-19,-0.1,-2,0.0084,5,16,-1,-9
O=S(=O)(c1ccc(NC2CCCCC2)cc1)N1CCOCC1,-10,-17[20 µM],0.3,1,1,2,12,0,-2
CCN(CC(=O)Nc1ccc([N+](=O)[O-])cc1OC)c1ccccc1,-13,4[20 µM],0.1,-4,/,1,8,2,2
O=c1ccc2cc(S(=O)(=O)Nc3ccc(F)cc3)ccc2o1,-12,-23[20 µM],1.1,-1,-0.22,-1,14,5,8
Cc1ccn2cc(CSc3ccccc3N)nc2c1,-7,-17[20 µM],-0.6,-3,-0.73,14,23,1,-4
O=C(CN1CCN(Cc2ccccc2)CC1)N/N=C/c1ccco1,7,1,1.4,13,/,12,9,-2,-2
CCc1cc2c(NCCO)ncnc2s1,-14,-23,1.2,0,0.052,-3,6,0,1
O=C(Nc1ccc(N2CCN(C(=O)c3ccco3)CC2)c(Cl)c1)c1cccs1,-12,-5[20 µM],-1.2,12,-2.1,7,7,-1,4
CCN(CC)C(=O)c1c(Cl)nc(C)c([N+](=O)[O-])c1C,4,-12,0.3,-5,-0.6,1,11,7,-1

# Reprinted from the listing (4 entries):
SMILES,KLK5 inh,Furin inhibitor,PERK inhibitor,thrombin 1536,KCC2 mod,FXIa inh,FXIIa inh,Wee1 degr inh,p97 inhibitor
O=S(=O)(c1ccc(NC2CCCCC2)cc1)N1CCOCC1,-10,-17[20 µM],0.3,1,1,2,12,0,-2
CCN(CC(=O)Nc1ccc([N+](=O)[O-])cc1OC)c1ccccc1,-13,4[20 µM],0.1,-4,/,1,8,2,2
O=c1ccc2cc(S(=O)(=O)Nc3ccc(F)cc3)ccc2o1,-12,-23[20 µM],1.1,-1,-0.22,-1,14,5,8
Cc1ccn2cc(CSc3ccccc3N)nc2c1,-7,-17[20 µM],-0.6,-3,-0.73,14,23,1,-4

# (continued)
SMILES,KLK5 inh,Furin inhibitor,PERK inhibitor,thrombin 1536,KCC2 mod,FXIa inh,FXIIa inh,Wee1 degr inh,p97 inhibitor
COc1ccc(CCNCC(O)COc2cccc(Br)c2)cc1OC (centres undefined),2,-25,0.7,0,-0.59,-5,9,7,2
CC1CCCC(NC(=O)COC(=O)CCC2CCCC2)C1C (centres undefined),-12,-11[20 µM],-0.9,2,/,9,17,1,-9
S=C(NCc1ccccc1)NCC1COc2ccccc2O1 (centres undefined),-21,-15[20 µM],0.6,-1,/,-16,5,2,4
CC1CCN(c2c(NCC3CCC(C(=O)N4CCCC(C)C4)CC3)c(=O)c2=O)CC1 (centres undefined),19,-23,0.1,-8,0.023,-12,0,-2,1
CCN1CCc2c(C#N)c(N3CCCCC3)nc(N3CCOCC3)c2C1,-18,-24,-1.5,-2,/,9,18,0,0
Oc1c(Cl)cc(Cl)c2cccnc12,-36,-20,-0.2,0,88*,10,1,2,-1
O=C(Nc1nccs1)c1cccc(S(=O)(=O)N2CCOCC2)c1,3,-22,0.1,3,1.5,0,15,-1,4
CN(Cc1ccccc1)C(=O)COc1cc(=O)n(C)c2ccccc12,37,-18[20 µM],-1.2,12,-0.16,-19,12,0,1
COc1ccc(-c2cc(C(=O)N3CCOCC3)c3cc(C)ccc3n2)cc1,-6,-21[20 µM],0.4,-4,/,-5,2,6,3
